Screening data: PubChem BioAssay, National Center for Advancing Translational Sciences (NCATS)
Sm TGR inh: qHTS Assay for the Inhibitors of Schistosoma Mansoni Peroxiredoxins; purified TGR, DTNB reduction, TNB absorbance 405 nm; AID 485364, 2010; Schistosoma mansoni thioredoxin glutathione reductase (TGR), Q962Y6; Potency, µM (titrated, usually from 114 µM), inactives show at the highest dose activity change, negative = inhibition, actives largely listed as inhibitors; actives 3% (n = 360,000); note: potency is the fitted concentration of half-maximal effect; nearly all actives have a fitted effect of over 60% in size
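Kinetic colorimetric format: TGR-catalysed, NADPH-driven DTNB reduction monitored via TNB absorbance. Enzyme dispensed at 20 nM; compound exposure 15 min at room temperature before reaction start.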
HCV inh: qHTS Assay for Inhibitors of Hepatitis C Virus (HCV). Huh7.5.1 HCVcc-Cre infection, luciferase reporter, 44 h. Potency, µM (highest dose often 41.8 µM), without a hit: top-dose activity change, negative = inhibition, actives largely listed as inhibitors. actives 3.4% (n = 340,000). AID 651820, 2012; note: potency is the fitted concentration of half-maximal effect
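Cells seeded at 1,000/well and cultured 4 h, then compounds added followed by HCVcc-Cre virus (~0.5 moi). After 44 h further culture, luciferase substrate was added, plates held 15 min at room temperature, and luminescence read for 15 sec.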
HCMV antiviral: qHTS Assay for inhibitors of the human cytomegalovirus (HCMV) | HFF cells, HCMV-luciferase reporter, 72 h; active compounds read low | activity change, negative = inhibition, % at 57.5 µM | actives 4.5% (n = 410,000) | AID 1259415, 2018; in the data active = activity change below about -60%; inconclusive = no clear call, values can overlap the other calls; inactive = above about -39%
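Human foreskin fibroblasts infected with luciferase-reporter HCMV at MOI 1 PFU/cell, compounds at two doses. Luciferase measured 72 h post infection; normalized to buffer-only basal and Salinomycin (10uM) controls.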
FBPA Giardia inh: qHTS Assay for Inhibitors of Fructose-1,6-bisphosphate Aldolase from Giardia Lamblia; purified Giardia FBPA; A8B2U2; AID 2451, 2010; actives 0.71% (n = 290,000); Potency, µM (highest dose often 59.6 µM), without a hit: at the highest dose activity, negative = inhibition, hits mostly inhibitors; note: potency is the fitted concentration of half-maximal effect; nearly all actives have a fitted effect of over 55% in size
Target sequence (A8B2U2 whole entry, looked up): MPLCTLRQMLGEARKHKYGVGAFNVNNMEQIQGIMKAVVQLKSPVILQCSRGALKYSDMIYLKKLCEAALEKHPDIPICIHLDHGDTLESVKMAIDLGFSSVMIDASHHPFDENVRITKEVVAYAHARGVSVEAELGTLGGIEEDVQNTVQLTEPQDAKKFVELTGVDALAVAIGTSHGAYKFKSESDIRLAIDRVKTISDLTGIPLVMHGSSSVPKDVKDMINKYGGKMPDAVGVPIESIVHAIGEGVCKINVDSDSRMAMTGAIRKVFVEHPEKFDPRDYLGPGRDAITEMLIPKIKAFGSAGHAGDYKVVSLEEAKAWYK
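40 nM FBPA preincubated 10 min at RT with compound (up to 57.5 uM final), then substrate plus GAPDH/TPI/NAD/arsenate coupling and diaphorase/resazurin added. Fluorescence read after 20 min at RT, 525/598 nm.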
AMA1 RON2 block: qHTS for Inhibitors of AMA1-RON; Towards Development of Antimalarial Drug Lead: Primary Screen; Plasmodium falciparum AMA1 (3D7) - RON2 peptide interaction; AlphaScreen AMA1-biotinylated RON2 peptide binding; Potency, µM (top dose mostly 58.2 µM), inactives show at the top dose activity change, negative = inhibition, usual class: inhibitors; actives 0.2% (n = 360,000); AID 720542, 2013;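 note: potency is the fitted concentration of half-maximal effect; 0% = vehicle wells and -100% = peptide control; nearly all actives have a fitted effect of over 45% in size; some results filed as inactive show a strong effect at the top dose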
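AMA1 (3D7) with his tag at 25 nM final met compounds first, then biotinylated RON2 peptide at 25 nM; detection used donor plus acceptor beads, 10 µg/mL apiece, read by AlphaScreen after 30 min at room temperature.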
AmpC detergent: qHTS Inhibitors of AmpC Beta-Lactamase (assay with detergent). P00811. AID 485294, 2010. AmpC hydrolysis of nitrocefin, absorbance 480 nm, 0.01% Triton. actives 0.041% (n = 370,000). Potency, µM (doses to about 114 µM), for inactives: top-dose activity change, negative = inhibition, most hits filed as inhibitors;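 note: potency is the fitted concentration of half-maximal effect; 0% = no-compound wells and -100% = no-enzyme wells; nearly all actives have a fitted effect of over 25% in size; some results filed as inactive show a strong effect at the top dose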
Target sequence (P00811 whole entry, looked up): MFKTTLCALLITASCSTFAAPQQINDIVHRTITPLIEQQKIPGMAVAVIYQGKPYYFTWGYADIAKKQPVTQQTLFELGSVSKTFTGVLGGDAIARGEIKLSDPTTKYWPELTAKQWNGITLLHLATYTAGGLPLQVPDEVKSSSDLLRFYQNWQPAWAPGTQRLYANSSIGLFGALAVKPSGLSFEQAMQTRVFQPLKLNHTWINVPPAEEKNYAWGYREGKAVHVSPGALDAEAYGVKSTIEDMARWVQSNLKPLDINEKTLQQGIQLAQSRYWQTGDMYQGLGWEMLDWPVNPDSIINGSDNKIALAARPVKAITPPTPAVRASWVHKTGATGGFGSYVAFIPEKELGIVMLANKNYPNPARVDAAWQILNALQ
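AmpC (5.3 nM in the dispensed reagent) in 20 mM phosphate pH 7.0 with 0.01% (detergent screen) or 0.0001% Triton X-100 was preincubated with compounds for 15 min at room temperature. Nitrocefin was then added from an 800 uM solution, and hydrolysis was followed at 480 nm.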
Active calls of the source: *; ? = inconclusive; / = not tested or not shown; & = joins results of further samples; [ ] = dose if it differs, or a comment. Unless noted, calls come from the whole dose curve; as a rule, active = well fitted curve in the direction sought with a large enough effect; inconclusive = small, poorly fitted or top-dose-only effect, or another doubt; inactive = no such curve, though single readings can be large; an effect the other way counts as inactive or inconclusive. Unless noted, % is set by controls: 0 for no effect and ±100 for the full control effect.

Abbreviations: A = Sm TGR inh; B = HCV inh; C = HCMV antiviral; D = FBPA Giardia inh; E = AMA1 RON2 block; F = AmpC detergent
1) O=C(NN1C(=O)c2ccccc2NC1c1ccc([N+](=O)[O-])o1)c1ccc([N+](=O)[O-])cc1 (configuration not stated)
  A: ?	B: -19%	C: -8	D: -14%	E: 1%	F: ?

2) CNS(=O)(=O)c1ccc(C(=O)NCC(=O)NCC2COc3ccccc3O2)cc1 (configuration not stated)
  A: -9%	B: 2%	C: 45	D: /	E: -9%	F: -21%

3) CS(=O)(=O)c1cccc(NC(=O)C2CCCN2S(=O)(=O)c2ccc(F)cc2)c1 (configuration not stated)
  A: 0%	B: 12%	C: -2	D: 4%	E: -3%	F: 0%

4) COc1ccc(CCNC2=NCC(C)S2)cc1 (configuration not stated)
  A: -29%	B: 11%	C: 11	D: 12%	E: 3%	F: ?

5) Cc1noc(COc2ccccc2OCC(N)=O)n1
  A: /	B: -2%	C: 7	D: /	E: -5%	F: /

6) CN(C)CCCNC(=O)C[C@H]1C[C@H](C(=O)N2CCCCC2)[C@@]2(CCc3ccccc3)c3[nH]c4ccc(Cl)cc4c3CCN2C1=O
  A: /	B: ?	C: 13	D: /	E: 14%	F: /

7) COc1ccc(C2=NC(C)(C)Cc3cc(OC)c(OC)cc32)cc1OC
  A: 0%	B: -3%	C: -1	D: ?	E: 1%	F: -6%

8) CC1(NC(=O)NCc2ccco2)CCS(=O)(=O)C1 (configuration not stated)
  A: -1%	B: 5%	C: ?	D: -2%	E: 8%	F: ?

9) Cc1ccc(C2(C)NC(=O)N(CC(=O)N(c3ccccc3)C3CCS(=O)(=O)C3)C2=O)cc1 (configuration not stated)
  A: /	B: -1%	C: 42	D: /	E: -16%	F: /

10) CCn1c(=O)c(=O)[nH]c2cc(C(=O)NCC3CCCCC3)ccc21
  A: 0%	B: 2%	C: ?	D: -1%	E: -3%	F: 8%

11) COC(=O)[C@@H]1Cc2c([nH]c3ccccc23)C(C)(C)N1C(=O)CCl
  A: 32µM*	B: 1µM*	C: -99*	D: 0%	E: -6%	F: -5%

12) COc1cc(CC(=O)N2CCC(n3nccc3NC(=O)C3CC3)CC2)cc(OC)c1OC
  A: 1%	B: /	C: 18	D: 4%	E: 0%	F: -1%

13) COc1cccc(NC(=O)c2sc3nc(C)c(C(=O)Nc4ccc(C)cc4C)c(-c4ccccc4Cl)c3c2N)c1
  A: 2%	B: /	C: 50	D: /	E: /	F: ?

14) O=C(/C=C/c1ccc([N+](=O)[O-])cc1)NCCSCc1ccco1
  A: -29%	B: 5%	C: 17	D: 0%	E: -2%[11.6 µM]	F: -18%

15) Cc1ccc(C2(C(F)(F)F)NC(=O)N3C(=C2C#N)Nc2ccccc23)cc1 (configuration not stated)
  A: -5%	B: 6%	C: 3	D: -12%	E: 5%	F: 0%

16) COc1cc(C(=S)N2CCOCC2)cc(OC)c1OC(=O)c1cc([N+](=O)[O-])cc([N+](=O)[O-])c1
  A: -18%	B: -9%	C: 76	D: -8%	E: -15%	F: -12%

17) COc1ccc(NC(=O)c2oc3ccc(S(=O)(=O)N4CCOCC4)cc3c2C)c(OC)c1
  A: 0%	B: 9%	C: ?	D: /	E: 8%	F: -5%

18) CC12CC(c3ccccc3O1)N(C(=O)c1ccco1)C(=S)N2c1ccccc1 (configuration not stated)
  A: 0%	B: -10%	C: 12	D: -6%	E: 13%	F: -5%

19) CCCNC(=O)CN1C(=O)NC(CCSC)C1=O (configuration not stated)
  A: -6%	B: 5%	C: 0	D: 4%	E: 1%	F: -6%

20) COc1ccc(CNn2c(-c3cccs3)nc3ccccc3c2=O)cc1OC
  A: 3%	B: ?	C: -70*	D: 1%	E: -10%	F: -11%

By substructure, those above containing an NH in an aromatic ring.
Abbreviations: A = Sm TGR inh; B = HCV inh; C = HCMV antiviral; D = FBPA Giardia inh; E = AMA1 RON2 block; F = AmpC detergent
6) CN(C)CCCNC(=O)C[C@H]1C[C@H](C(=O)N2CCCCC2)[C@@]2(CCc3ccccc3)c3[nH]c4ccc(Cl)cc4c3CCN2C1=O
  A: /	B: ?	C: 13	D: /	E: 14%	F: /

10) CCn1c(=O)c(=O)[nH]c2cc(C(=O)NCC3CCCCC3)ccc21
  A: 0%	B: 2%	C: ?	D: -1%	E: -3%	F: 8%

11) COC(=O)[C@@H]1Cc2c([nH]c3ccccc23)C(C)(C)N1C(=O)CCl
  A: 32µM*	B: 1µM*	C: -99*	D: 0%	E: -6%	F: -5%

(continued)
Abbreviations: A = Sm TGR inh; B = HCV inh; C = HCMV antiviral; D = FBPA Giardia inh; E = AMA1 RON2 block; F = AmpC detergent
21) Cc1ccc(Nc2n[nH]c(C)c2[N+](=O)[O-])cc1
  A: -3%	B: 11%	C: 126	D: 4%	E: -9%[11.6 µM]	F: -12%

22) CC(C)CNC(=O)CSc1ccc(S(=O)(=O)N2CCN(C)CC2)cn1
  A: 0%	B: -1%	C: 14	D: /	E: 4%	F: -14%

23) Cn1c(=O)c(Nc2ccc(Cl)cc2)c2c3c(cccc31)C(=O)c1ccccc1-2
  A: 0%	B: -1%	C: -29	D: -19%	E: -3%	F: 2%

24) Cc1ccc(CNC(=O)COC(=O)c2ccc(S(=O)(=O)N(C)C)cc2)cc1
  A: 1%	B: 16%	C: -32	D: 8%	E: 3%	F: -7%

25) COc1ccc(-c2c(-c3cc(OC)cc(OC)c3)n(C)c3ccc(-c4ccc(OC)c(F)c4)cc23)cc1
  A: /	B: 2%	C: -5	D: /	E: 15%	F: /

26) CCc1ccc(Nc2sc(C(=O)c3ccccc3)c(N)c2S(C)(=O)=O)cc1
  A: -3%	B: /	C: -9	D: /	E: /	F: 16%

27) C=CCNC(=O)/C(=C\c1ccco1)NC(=O)c1ccco1
  A: -3%	B: 0%	C: 21	D: 5%	E: 3%	F: ?

28) Nc1ccc(S(=O)(=O)NCC2CCCCO2)cc1 (configuration not stated)
  A: /	B: 1%	C: -16	D: /	E: 14%	F: /

29) CC1(c2ccc(Cl)cc2Cl)OCC(Cn2ccnc2)O1 (configuration not stated)
  A: -17%[11.4 µM]	B: -22%	C: 23	D: ?	E: ?	F: -12%

30) CSc1nc(N)nc2c1ncn2CC(=O)NCCCN1CCCC1=O
  A: /	B: 11%	C: -18	D: /	E: 6%	F: /

31) COc1ccc(NC(=O)C2CCCN(S(=O)(=O)c3ccc4c(c3)CCCC(=O)N4)C2)cc1OC (configuration not stated)
  A: -4%	B: /	C: -10	D: /	E: /	F: 1%

32) O=C(Nc1ccccc1)c1cc(S(=O)(=O)N2CCOCC2)cs1
  A: -3%	B: -3%	C: -1	D: 1%	E: 0%	F: 0%

33) COc1cccc(CNC(=O)CCCC(=O)NC(C)CCc2ccccc2)c1 (configuration not stated)
  A: 10%	B: 17%	C: 23	D: 3%	E: 6%	F: ?

34) CCOc1cc2c(cc1C=O)OC(C)C2 (configuration not stated)
  A: 9%	B: -8%	C: 0	D: -3%	E: -6%	F: 6%

35) CC1CCN(S(=O)(=O)c2cccc(C(=O)N(C)C3(C)CCS(=O)(=O)C3)c2)CC1 (configuration not stated)
  A: -9%&-2%	B: -16%	C: 0&3	D: 3%	E: -3%	F: -13%&-1%

36) Cc1ccc2cccc(Oc3cnccn3)c2n1
  A: 7%[11.4 µM]	B: 10%	C: 29	D: -8%	E: 5%	F: -10%

37) O=C1C=C(c2cccc3c2sc2ccccc23)C[C@@H](c2ccc(Cl)cc2)C1
  A: -14%	B: 1%	C: 3	D: /	E: 0%	F: -3%

38) CC(C)(C)C(=O)/C=C/Nc1ccccc1O
  A: 1%	B: -10%	C: 4	D: -19%	E: 32%[activator]	F: 1%

39) O=C(c1cccnc1)c1cccnc1
  A: 6%	B: 23%	C: -25	D: -2%	E: -20%	F: 16%

40) CC(C)n1nnnc1-c1ccc(Cl)cc1
  A: 5%	B: 10%	C: -6	D: 4%	E: 6%	F: 7%

41) COc1cc(S(=O)(=O)N2CCOCC2)ccc1NC(=O)COc1ccc(N(C)S(=O)(=O)c2ccc(C)cc2)cc1
  A: -1%	B: -24%	C: 60	D: 2%	E: -7%	F: 6%

42) Cc1cc(C)c2c(n1)sc1c(-c3ccccc3)c(C#N)c(N)nc12
  A: -2%	B: 4%	C: -17	D: 14%	E: -2%[2.32 µM]	F: -22%

43) Nc1nc(CSc2nnnn2-c2ccc(F)c(Cl)c2)nc(N2CCOCC2)n1
  A: /	B: 2%	C: -5	D: /	E: 5%	F: /

44) CC(C)C(=O)Nc1sc2c(c1C(N)=O)CCN(Cc1ccccc1)C2
  A: -7%	B: -9%	C: -4	D: 28µM*	E: -3%	F: -7%

45) CN1CCN(C(=O)c2cc3cc(Cl)ccc3[nH]2)CC1
  A: -1%	B: 4%	C: 8	D: -2%&3%	E: 8%	F: 1%

46) O=c1c(S(=O)(=O)c2ccccc2)cn(Cc2ccc(F)cc2)c2cc(N3CCOCC3)c(F)cc12
  A: 19%	B: /	C: -10	D: /	E: /	F: 11%

47) O=C(c1cn(-c2ccccc2)nc1-c1ccc(Cl)s1)N1CCOCC1
  A: -10%	B: ?	C: 22	D: 12%	E: 13%	F: 1%

48) COc1cccc(NC(=O)C2CCN(c3nnc(-n4c(C)ccc4C)s3)CC2)c1
  A: -34%	B: /	C: 20	D: /	E: /	F: 23%

49) COc1ccc(-n2c(=O)c3ccccc3n(CC(=O)NC3CCCC3)c2=O)c(OC)c1
  A: 2%	B: 6%	C: -16	D: 8%	E: -14%	F: 2%

50) COc1ccc(S(=O)(=O)N2CCCCCC2)cc1C(=O)N(C)CC(=O)Nc1c(Cl)cccc1Cl
  A: 4%	B: -20%	C: -38	D: /	E: 18%	F: ?

51) Nc1nc(N2CCOCC2)cc(=O)[nH]1
  A: ?	B: 1%	C: 3	D: -14%	E: -10%	F: -8%

52) O=C(CSc1ccc(C(F)(F)F)cc1[N+](=O)[O-])Nc1ccccc1
  A: 5%	B: ?	C: -32	D: 7%	E: 2%	F: 5%

53) CCOCCCNC(=O)c1ccccc1OC1CCN(S(C)(=O)=O)CC1
  A: 2%	B: 14%	C: 16	D: 1%	E: -3%	F: -2%

54) Cc1nc2ccccc2nc1NS(=O)(=O)c1ccc(N)cc1
  A: 10%	B: 2%	C: 2	D: 1%	E: -2%	F: 3%

55) COc1cc(OC)nc(NC(=O)CCl)n1
  A: ?	B: -2%	C: 22	D: ?	E: -4%	F: -4%

56) COC(=O)c1c(NC(=O)CC2SC(N)=NC2=O)sc2c1CCCC2 (configuration not stated)
  A: -21%	B: ?	C: -17	D: -1%	E: -6%	F: 2%

57) COc1ccccc1N1CCN(S(=O)(=O)CCNC(=O)C2CCCC2)CC1
  A: -1%	B: 9%	C: -22	D: /	E: 15%	F: ?

58) CCOc1ccc(Cc2nnc(SCC(=O)Nc3c(C)cccc3C)[nH]c2=O)cc1
  A: -7%	B: 23%	C: -3	D: /	E: -14%	F: -17%
